HMGR II inh = E. faecalis class II HMG-CoA reductase inhibition; purified E. faecalis HMGR, NADPH absorbance 340 nm kinetic; inhibition, % at 10 µM; 0.41% of 190,000 active; AID 1066;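 active means inhibition above a set limit, the median over all tested compounds plus 3 SD, cut at about 9.5% in these data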;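 further: enzyme runs in reverse so mevalonate oxidation gives rising NADPH absorbance; 0% = complete reaction with DMSO and 100% = background rate lacking mevalonate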
TNAP act hi DEA = increases human TNAP activity under high phosphate acceptor concentration; P05186; AID 1136; activation factor at 20 µM; 200,000 tested, under 10 active; purified TNAP, CDP-star luminescence, 1 M DEA, 30 min; active compounds read high; 0 = EDTA background, 1 = DMSO-only activity;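 active means activation factor at least 2 at 20 µM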
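Dosing: 20 µM single point. System: human TNAP. Amount: TNAP 1/800 final. Incubation: 30 min, room temperature. Read-out: TNAP activation factor scaled between EDTA and DMSO control wells. Signal: luminescence from CDP-star hydrolysis. Medium: 1 M DEA, pH 9.8, Mg2+, Zn2+. Control set: EDTA negative control, DMSO positive control.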
PPARg SRC-1 ag = PPARgamma-driven SRC-1 recruitment agonism; activation, % at 8 µM; P37231; 0.41% of 200,000 active; PPARgamma-SRC-1 coactivator recruitment biochemical assay; in the data active means activation above about 19%;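 further: 0% = DMSO and 100% = reference agonist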
Target sequence (P37231 whole entry, looked up): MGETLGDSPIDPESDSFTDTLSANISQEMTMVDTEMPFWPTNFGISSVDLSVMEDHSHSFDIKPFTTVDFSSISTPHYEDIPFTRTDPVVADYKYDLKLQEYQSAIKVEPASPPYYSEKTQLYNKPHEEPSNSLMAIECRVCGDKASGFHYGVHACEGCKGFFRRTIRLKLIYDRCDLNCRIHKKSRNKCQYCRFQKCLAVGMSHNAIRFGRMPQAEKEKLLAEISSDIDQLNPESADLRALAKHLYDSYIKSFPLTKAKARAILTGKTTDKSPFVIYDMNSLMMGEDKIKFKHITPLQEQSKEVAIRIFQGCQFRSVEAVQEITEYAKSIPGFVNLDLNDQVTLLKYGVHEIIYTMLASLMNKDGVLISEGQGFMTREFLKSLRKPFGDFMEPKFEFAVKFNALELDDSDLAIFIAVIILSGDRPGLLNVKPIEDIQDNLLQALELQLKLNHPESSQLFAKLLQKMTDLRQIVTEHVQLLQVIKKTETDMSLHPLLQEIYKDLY
bIAP inhibitor = intestinal alkaline phosphatase (bovine) inhibition; 190,000 tested, under 10 active; inhibition, % at 20 µM; purified bovine IAP, CDP-star luminescence, 30 min; AID 1019;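 active means over 50% inhibition of intestinal alkaline phosphatase at 20 µM in the single-dose screen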
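System: Purified bovine intestinal alkaline phosphatase (IAP) enzyme | Input: IAP diluted 1/65,000,000 in the well | Also added: CDP-star chemiluminescent phosphatase substrate, 30 µM final | Dosing: 20 µM single dose | Times: Enzyme reaction for 30 min at room temperature | Detection: Luminescence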
PPARg SRC3 recr = promotes SRC-3 coactivator recruitment by human PPARgamma. P37231. biochemical PPARgamma/SRC-3 coactivator recruitment assay. activation, % at 8 µM. 0.26% of 200,000 active; in the data active means activation above about 23%;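 further: 0% = DMSO and 100% = reference agonist; some compounds past the cut are filed as inactive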
bIAP act = increases bovine intestinal alkaline phosphatase activity; purified bovine IAP, CDP-star luminescence, 30 min; active compounds read high; fold of DMSO-control signal, blank-subtracted; activation factor at 20 µM; 0.17% of 200,000 active; AID 1016;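 active means activation factor of 2 or more at 20 µM, a signal rise over negative controls twice the positive control's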
TNAP inh no acc = inhibitors of human TNAP without phosphate acceptor; purified TNAP, CDP-star luminescence, 30 min; P05186; inhibition, % at 20 µM; 0.26% of 200,000 active;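 active means tissue-nonspecific alkaline phosphatase inhibition above about 50% at 20 µM in the single-dose screen, limit read from the data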;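 further: 0% = DMSO negative control and 100% = EDTA positive control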
TNAP inh hi DEA = TNAP (human) inhibition, high acceptor | P05186 | purified TNAP, CDP-star luminescence, 1 M DEA | inhibition, % at 20 µM | 0.03% of 200,000 active;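 active means over 50% inhibition of tissue-nonspecific alkaline phosphatase at 20 µM in the single-dose screen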;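 further: plate controls were DMSO wells for no effect and EDTA-quenched wells as full inhibition for full effect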
PPARg SRC-2 ag = agonists of SRC-2 recruitment by human PPARgamma | AID 1032 | 0.34% of 200,000 active | PPARgamma LBD-SRC-2 recruitment, biochemical | activation, % at 8 µM | P37231; in the data active means activation above about 22%;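 further: 0% = vehicle and 100% = reference agonist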
TR-FRET SRC-2 ct = TR-FRET artefact, counter-screen to PPARgamma/SRC-2 agonist assay; active compounds read high; TR-FRET ratio at 8 µM; 0.4% of 200,000 active; AID 1049; in the data active means TR-FRET ratio above about 2000; further: inactives centre near 1500
* = called active by the depositor; / = not tested or not shown.

Every second line gives: HMGR II inh	TNAP act hi DEA	PPARg SRC-1 ag	bIAP inhibitor	PPARg SRC3 recr	bIAP act	TNAP inh no acc	TNAP inh hi DEA	PPARg SRC-2 ag	TR-FRET SRC-2 ct
> Cc1cc(NC(=O)CSc2nc(N)c(NC(=O)c3ccccc3)c(=O)[nH]2)no1
  -6	1	-7	-14	2	1.1	-2	3	0	1443
> COc1c(Br)cc(Br)cc1/C=N/n1c(C)nnc1C
  0	1	-5	6	-15	0.9	-6	-4	-13	1379
> O=P(O)(c1ccccc1)c1ccccc1O
  -4	1	1	1	-7	1	-5	-2	1	1488
> CCN(CC)CC(=O)Nc1sc2c(c1C(=O)c1ccccc1OC)CCC2
  6	1.1	-5	16	4	0.8	-1	-6	-2	1584
> O=C(Nn1cnnc1)c1cc2c(s1)CCCCC2
  -2	1.1	-4	0	-1	1	-12	-6	-4	1521
> C=C(C)C1Cc2c(C)nn(-c3cc(C)c4ccccc4n3)c2C1 (stereo not given)
  /	/	-4	/	13	/	/	/	0	1543
> ClCC1CSC(=NC23CC4CC(CC(C4)C2)C3)O1 (stereo not given)
  -2	1	-1	-1	4	1	-6	-3	-1	1550
> c1ccc2sc(NN=C3CCCC3)nc2c1
  -6	1	-4	5	-4	0.9	7	2	-1	1390
> Cc1cc(NC(=O)C2=C(O)c3ccccc3S(=O)(=O)N2C)no1
  -4	1	5	2	1	1	-9	0	3	1416
> Cc1ccc(C(=O)NCC(=O)N/N=C/c2cccs2)cc1[N+](=O)[O-]
  4	1	10	19	0	0.8	-12	-5	15	1829
> Cc1ccc2c(c1)CCCN2C(=O)Nc1ccc2c(c1)OCO2
  -4	1.1	2	10	6	0.9	1	-6	2	1492
> CCOc1ccc(NC(=O)CN2CCN(CC(=O)c3ccc(OC)c(OC)c3)CC2)cc1
  3	1	1	-2	5	1	0	-4	1	1581
> O=C(NNC(=O)C1CCN(S(=O)(=O)c2cccc(C(F)(F)F)c2)CC1)C1CC1
  -4	1	-2	-15	-7	1.1	2	2	-10	1431
> CCOC(=O)/C(=C\C=C\N1CCOCC1)C(C)=O
  2	0.9	7	4	-1	1	-2	6	0	1748
> CC(C)(C)n1nnnc1C(c1cccs1)N1CCN(Cc2ccc3c(c2)OCO3)CC1 (stereo not given)
  -4	1	-2	-10	5	1.1	-6	-4	1	1472
> CCOC(=O)CSc1nnc(CNC(=O)c2cccs2)n1Cc1ccccc1
  0	1	2	-12	-4	1.1	-19	-5	-6	1314
> Cc1sc2ncn(CCn3cnc4sc(C)c(C)c4c3=O)c(=O)c2c1C
  -4	1	0	10	-7	0.9	-5	1	5	1448
> Cc1nc(-c2ccc(S(=O)(=O)N3CCCCCC3)cc2)cs1
  2	1.1	7	11	2	0.9	-17	-6	4	1796
> CCn1c(CSc2nc3ccccc3s2)nnc1SCC(=O)c1ccc(O)c(O)c1
  1	0.9	0	9	2	0.9	80*	11	1	1566
> COc1ccccc1OCC(=O)Nc1ccc2c(c1)C(=O)N(CC1CCCO1)C2=O (stereo not given)
  -1	1.1	8	-8	0	1.1	-8	-5	3	1676
> COCCN(CCOC)C(=O)CC(=O)N(CCOC)CCOC
  2	1	0	-2	-7	1	0	-2	8	1554
> Clc1ccc(-c2nnn(Cc3nc4ccccc4s3)n2)cc1
  0	1	-3	4	-8	1	-13	-3	4	1646
> Cc1ccc(N=CC=C2OC(C)(C)C(C)(C)O2)cc1
  -1	1	5	-7	3	1.1	-2	-2	-3	1555
> COc1ccc(Nc2nc(NCc3ccco3)nc(N/N=C/c3ccccc3)n2)cc1
  0	1	-1	4	-3	1	-1	-3	-1	1403
> CN(C)c1nc(C#N)nc(N(C)C)n1
  -6	1	-1	1	-2	1	4	-1	-4	1585
> CCOC(=O)C1CCCN(C(=O)Cc2ccc(OC)c(OC)c2)C1 (stereo not given)
  1	1.1	-2	-9	6	1.1	-13	-6	-4	1322
> COc1ccc2c(CC(=O)Nc3ccc(OC)c(S(=O)(=O)N4CCOCC4)c3)coc2c1
  -1	1.1	-4	18	-3	0.8	1	-5	1	1299
> CCOC(=O)N1CCN(C(=O)c2cn(CC)c3ccc(S(=O)(=O)N4CC(C)CC(C)C4)cc3c2=O)CC1 (stereo not given)
  3	1	-2	-1	2	1	-7	0	1	1641
> CCc1nc(SCC(=O)N2CCCC2)c2ccccc2n1
  -1	1.1	4	8	-6	0.9	-14	-5	2	1441
> COc1ccc(OC)c(Cc2nnc(CCC(=O)N3CCCCC3)o2)c1
  -2	1.1	-11	-7	4	1.1	-8	-6	-2	1589
> COc1cccc(-c2cc(N)nn2C(=O)Nc2ccc(Cl)cc2)c1
  -6	1	4	-1	5	1	-17	-2	8	1750
> CN(C)S(=O)(=O)c1cccc(NC(=O)CSc2nncn2-c2ccccc2)c1
  -8	1	8	-14	3	1.1	-7	3	-6	1746
> O=C(Nc1ccc(NC(=S)NC(=O)c2ccccc2Cl)cc1)c1cccc(Cl)c1
  /	/	-2	/	-9	/	/	/	-10	1555
> Cc1nn(CCOc2ccccc2)c(=O)n1-c1c(F)cccc1F
  1	1	-3	5	8	1	-9	0	2	1457
> CCSc1ccc(-c2ccco2)nn1
  1	1	0	3	3	1	-11	-4	9	1585
> COc1ccc(NC(=S)NNS(=O)(=O)c2ccc3ccccc3c2)c(OC)c1
  2	1	0	-38	-1	1.4	4	-2	-2	1612
> Fc1ccc(NCc2nnc3n2CCCCC3)cc1
  0	1	4	2	3	1	-8	-1	5	1718
> Cc1cc(C)c2cc(CN(Cc3cccnc3)C(=O)c3ccc(F)cc3)c(Cl)nc2c1
  -5	1	-1	0	-1	1	0	0	12	1611
> COc1ccc(C2N=C(c3ccccc3)NC(c3ccccc3)=N2)cc1
  0	1	5	-13	-25	1.1	-12	-5	0	1497
> CCOC(=O)N1CCN(c2c(NCc3ccc(Cl)cc3)c(=O)c2=O)CC1
  2	1	6	0	-5	1	-16	-4	4	1454

Some of these compounds in order of SMILES length, rising.
Every second line gives: HMGR II inh	TNAP act hi DEA	PPARg SRC-1 ag	bIAP inhibitor	PPARg SRC3 recr	bIAP act	TNAP inh no acc	TNAP inh hi DEA	PPARg SRC-2 ag	TR-FRET SRC-2 ct
> COCCN(CCOC)C(=O)CC(=O)N(CCOC)CCOC
  2	1	0	-2	-7	1	0	-2	8	1554
> CCOC(=O)N1CCN(c2c(NCc3ccc(Cl)cc3)c(=O)c2=O)CC1
  2	1	6	0	-5	1	-16	-4	4	1454
> COc1ccc2c(CC(=O)Nc3ccc(OC)c(S(=O)(=O)N4CCOCC4)c3)coc2c1
  -1	1.1	-4	18	-3	0.8	1	-5	1	1299

More compounds:
Every second line gives: HMGR II inh	TNAP act hi DEA	PPARg SRC-1 ag	bIAP inhibitor	PPARg SRC3 recr	bIAP act	TNAP inh no acc	TNAP inh hi DEA	PPARg SRC-2 ag	TR-FRET SRC-2 ct
> O=C(CSc1nnc(-c2cccs2)o1)Nc1cccc(S(=O)(=O)N2CCCCC2)c1
  0	1	10	-10	1	1.1	-34	-2	-2	1621
> CCC(=O)c1cc2c(cc1NC(=O)c1ccc(C)cc1)OCCO2
  -1	1	1	6	9	0.9	-3	1	8	1545
> COc1cc(CNC2CCCC2)c(Br)cc1OC1CCCC1
  1	1.1	8	2	1	1	-4	-7	4	1592
> O=C(NC12CC3CC(CC(C3)C1)C2)N1CCN(C(=O)C2CCCO2)CC1 (stereo not given)
  -2	1.1	6	6	3	0.9	-5	-5	3	1674
> COc1ccccc1NC(=O)CN(c1ccc(C)cc1)S(=O)(=O)c1c(C)n[nH]c1C
  /	1.1	-10	-53	-7	1.5	-6	-7	1	1472
> CCC(CO)NC1=C([N+](=O)[O-])C(=O)CC(C)(C)C1 (stereo not given)
  -10	1	3	8	1	0.9	-4	1	10	1761
> Cc1nc2c(C)cccc2cc1C(=O)N/N=C/c1cccnc1
  0	1.1	4	-10	-1	1.1	-12	-5	-8	1674
> O=C(NCc1cccs1)c1ccc(CS(=O)(=O)c2ccc(Cl)cc2)o1
  -2	1	4	9	0	0.9	-16	-5	7	1498
> CCc1ccccc1NC(=O)c1cccc(N2C(=O)C3C4CCC(C4)C3C2=O)c1 (stereo not given)
  0	1	-9	6	-10	0.9	-8	-1	-9	1529
> Cc1ccccc1C(=NCCCN(C)C)c1ccccc1C
  -6	1	1	-2	6	1	1	-2	3	1626
> COC(=O)c1ccccc1NC(=O)C12CCC(C)(C(=O)O1)C2(C)C (stereo not given)
  0	1	-3	-8	4	1.1	-6	-1	3	1382
> COCC[N+]1(C)CCCCC1
  -6	1.1	12	-6	2	1.1	2	-7	-1	1554
> CN(Cc1cccnc1)C(=O)CC1C(=O)NCCN1CC(c1ccccc1)c1ccccc1 (stereo not given)
  -2	1	6	-21	-4	1.2	-9	-1	-1	1367
> N=c1ccn(Cc2cccc(Cl)c2)cc1
  -6	1	-2	20	-7	0.8	-14	-4	-2	1353
> CCC(Sc1ccc(Cl)cc1)C(=O)Nc1nnc(-c2cccc([N+](=O)[O-])c2)s1 (stereo not given)
  -1	1	-1	17	1	0.8	-10	-3	4	1727
> CC(=O)c1cccc(NC(=O)C2C3C=CC(C3=C(c3ccccc3)c3ccccc3)C2C(=O)O)c1 (stereo not given)
  -1	1	-8	-25	-2	1.3	3	-1	2	1561
> CSc1ccc(CNC2CC2)cc1
  -5	1	8	-1	0	1	-5	2	7	1519
> Cc1ccc(NC(=S)NN2CCOCC2)c(C)c1
  1	1.1	0	11	-3	0.9	0	-7	5	1561
> c1ccc(-c2nc3ccccn3c2NC2CCCC2)nc1
  -7	1	11	-44	-1	1.4	-6	4	-3	1598
> CC1=C(C(=O)OC(C)C)C(c2c[nH]c3ccccc23)n2ncnc2N1 (stereo not given)
  -6	1	-2	11	-11	0.9	-11	-4	6	1517

High-throughput results (PubChem)
